PABP1 MLLE inh = inhibitors of PABP1 MLLE–PAM2 peptide binding, primary screen, biochemical, fluorescence polarization, FITC-PAM2, GST-MLLE; inhibition, % at 20 µM; 360,000 compounds, 0.36% hits; in the data active = inhibition above about 35%, passing the limit was not always enough;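 also: plate controls were DMSO wells with GST-MLLE for no effect and wells lacking GST-MLLE protein for full effect; some results filed as inactive read as strong as hits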
FAS-TE inh = FAS thioesterase domain inhibitors, primary screen, biochemical, fluorescence intensity, uHTS | Fatty acid synthase (Homo sapiens), P49327 | recombinant FAS-TE, OMFH fluorogenic substrate, fluorescence endpoint | inhibition, % at 15 µM | 360,000 compounds, 0.67% hits;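 active = compounds whose normalised, plate-corrected inhibition of enzyme fluorescence in the single-dose primary screen is 50% or more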;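 also: 0% = DMSO with enzyme and 100% = substrate without enzyme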
Rpn11 inh = Rpn11 (PSMD14) deubiquitinase inhibitors, primary screen, biochemical, fluorescence polarization, uHTS. human 26S proteasome, Ub4-pepOG fluorescence polarization; 20S core pre-blocked with epoxomicin. 360,000 compounds, 0.59% hits. 26S proteasome non-ATPase regulatory subunit 14 (Homo sapiens), O00487. calls only at 20 µM;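 active = inhibition at 20 µM, scaled to each plate's controls, above about 33%, limit read from the data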
Target sequence (O00487 whole entry, looked up): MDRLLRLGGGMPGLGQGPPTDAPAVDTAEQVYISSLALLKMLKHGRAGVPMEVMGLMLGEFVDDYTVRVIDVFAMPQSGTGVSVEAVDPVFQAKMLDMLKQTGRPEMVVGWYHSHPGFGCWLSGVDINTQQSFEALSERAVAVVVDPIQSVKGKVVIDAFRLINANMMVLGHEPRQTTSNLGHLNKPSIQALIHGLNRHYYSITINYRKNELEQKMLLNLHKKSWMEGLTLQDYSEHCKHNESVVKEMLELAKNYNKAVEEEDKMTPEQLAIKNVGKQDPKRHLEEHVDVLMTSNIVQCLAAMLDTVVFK
MsrA inh = bovine MsrA enzyme inhibitors, primary screen, biochemical, absorbance, HTS; 360,000 compounds, 0.75% hits; inhibition, % at 15.5 µM; purified bovine MsrA, absorbance read-out; in the data active = inhibition above about 4.5%;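 also: 0% = vehicle wells with enzyme and 100% = reference inhibitor wells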
Rin1 Abl inh = inhibitors of Rin1-Abl protein binding, primary screen, biochemical, TR-FRET; inhibition, % at 7.35 µM; Tyrosine-protein kinase ABL1 (Homo sapiens) + Ras and Rab interactor 1 (Homo sapiens), …; 360,000 compounds, 0.4% hits; in the data active = inhibition above about 5%, passing the limit was not always enough
E coli Lon inh = inhibitors of E. coli Lon protease, primary screen, biochemical, fluorescence polarization | P0A9M0 | purified E. coli Lon protease | inhibition, % at 7.94 µM | 360,000 compounds, 0.42% hits | AID 602123, 2011; in the data active = inhibition above about 13%, passing the limit was not always enough;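 also: 0% = enzyme with probe and DMSO and 100% = no enzyme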
Target sequence (P0A9M0 whole entry, looked up): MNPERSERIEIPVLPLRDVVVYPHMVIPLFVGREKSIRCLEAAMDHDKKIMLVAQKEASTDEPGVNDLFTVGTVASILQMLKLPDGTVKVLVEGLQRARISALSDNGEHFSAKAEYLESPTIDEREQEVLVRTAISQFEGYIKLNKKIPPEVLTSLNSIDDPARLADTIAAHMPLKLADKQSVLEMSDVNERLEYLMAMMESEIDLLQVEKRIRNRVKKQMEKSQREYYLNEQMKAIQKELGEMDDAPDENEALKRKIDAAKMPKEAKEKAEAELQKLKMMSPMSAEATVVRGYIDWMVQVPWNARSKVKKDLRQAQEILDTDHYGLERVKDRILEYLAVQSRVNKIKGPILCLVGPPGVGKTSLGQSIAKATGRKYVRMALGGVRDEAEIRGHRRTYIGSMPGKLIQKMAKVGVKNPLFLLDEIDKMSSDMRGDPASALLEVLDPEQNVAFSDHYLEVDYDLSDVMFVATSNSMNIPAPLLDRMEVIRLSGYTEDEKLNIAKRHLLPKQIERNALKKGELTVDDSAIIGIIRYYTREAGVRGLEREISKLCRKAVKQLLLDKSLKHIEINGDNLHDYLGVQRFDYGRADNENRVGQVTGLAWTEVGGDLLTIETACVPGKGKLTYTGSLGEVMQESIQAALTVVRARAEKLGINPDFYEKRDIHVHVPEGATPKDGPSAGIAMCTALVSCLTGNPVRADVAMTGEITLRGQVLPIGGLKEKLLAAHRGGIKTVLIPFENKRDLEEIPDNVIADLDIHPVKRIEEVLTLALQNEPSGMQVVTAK
MT1-MMP act inh = blockers of MT1-MMP proenzyme processing, primary screen, HT1080 RFP-PRO-GFP cells, GFP/RFP fluorescence; Matrix metalloproteinase-14 (Homo sapiens), P50281; GFP/RFP ratio fluorescence, overnight; percent of plate control window, DMSO zero; GFP/RFP ratio change, % at 20 µM; 360,000 compounds, 0.061% hits;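 active = GFP/RFP ratio change of at least 30% with cell ATP level not reduced by more than half and red fluorescence within 50% of control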; also: strong numbers were not always called active
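Material: RFP-PRO-GFP reporter HT1080 cells. Dosing: single-point 20 µM compound, 1% DMSO. Controls: DMSO and RFP-L50D-GFP cell wells. Timing: cells overnight before dosing, compound overnight, 37 °C, 5% CO2. Measure: GFP/RFP fluorescence ratio.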
CSN inh = inhibitors of CSN-mediated cullin deneddylation, primary screen, biochemical, fluorescence polarization, uHTS; COP9 signalosome complex subunit 5 (Homo sapiens), Q92905; Purified CSN, SCF-Nedd8-OG deneddylation; 360,000 compounds, 0.38% hits; inhibition, % at 12.5 µM;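 active = pattern-corrected inhibition above about 35%, with an unprinted fluorescence ratio check between 0.5 and 1.5, limit read from the data, passing the limit was not always enough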;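 also: 0% = enzyme with substrate and 100% = substrate without enzyme; some results filed as inactive read as strong as hits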
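Assay system: purified human Csn5 enzyme expressed in HEK293T cells; measure: % inhibition; also added: SCFSkp2-Nedd8OG substrate at 10 nM final; technique: fluorescence polarization; times: reaction 90 min, room temperature; medium: Tris buffer pH 7.5, NaCl, DTT, Tween-20, trehalose, ovalbumin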
bovine MsrA act = bovine MsrA enzyme activators, primary screen, biochemical, absorbance, HTS; purified bovine MsrA, absorbance read-out; 360,000 compounds, 0.3% hits; Methionine sulfoxide reductase A (Bos taurus); AID 602163, 2012; activation, % at 10.6 µM; in the data active = activation above about 7.5%;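 also: 0% = vehicle and 100% = reference activator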
* marks the source's active call; other numbers are inactive results; i = inactive; . = no result given.

SMILES | PABP1 MLLE inh | FAS-TE inh | Rpn11 inh | MsrA inh | Rin1 Abl inh | E coli Lon inh | MT1-MMP act inh | CSN inh | bovine MsrA act
CC(=O)OCC(=O)C1(O)CCC2C3CC(C)C4=CC(=O)CCC4(C)C3C(O)CC21C (stereo not given) | 4 | -4 | i | 0.2 | 1 | 6 | 1 | -4 | -2
COc1cc(C(=O)N2CCC(c3nc(-c4cccnc4)no3)CC2)cc(OC)c1OC | 7 | -4 | i | 0.4 | 0 | -4 | -1 | -2 | -3
CCOc1cc(C(=O)Nc2cc(C)ccn2)cc(OCC)c1OCC | 6 | 0 | i | -1.0 | 1 | 5 | 1 | -1 | 0
O=[N+]([O-])c1cccc(/C=N/Nc2nc(NCc3ccccc3)nc(N3CCOCC3)n2)c1 | -22 | -1 | i | 0.2 | -4 | -7 | 3 | -2 | -1
CC(=O)c1c(C)[nH]c(C(=O)Nc2ccc(Cl)cc2F)c1C | -4 | 7 | i | -1.7 | 0 | 1 | -8 | 2 | -1
Cc1nn(C(=O)CNS(=O)(=O)c2ccccc2)c(C)c1Sc1ccc(Cl)cc1 | 4 | 13 | i | 0.9 | 2 | 4 | 1 | 2 | -3
COC(=O)[C@]12CCCCC=C1N(Cc1ccccc1)C(=O)[C@H](CC(=O)NCCCN1CCCC1=O)C2 | . | -4 | . | 0.5 | . | 2 | -1 | -1 | -8
CCC(CO)Nc1ccc(-c2n[nH]c(=O)c3ccccc23)cc1[N+](=O)[O-] (stereo not given) | 3 | -3 | i | 1.3 | -7 | -1 | 6 | -1 | -2
O=C(COc1ccc(Br)cc1)N/N=C1\SCC(=O)N1c1ccc(F)cc1 | -4 | -13 | i | -0.4 | 0 | -2 | 6 | -13 | -10
O=C(C[C@@H]1C/C=C\CCCC(=O)OC[C@@H](c2ccccc2)NC1=O)NCCO | 5 | -11 | i | 0.3 | 3 | -6 | 1 | -1 | 0
Cc1ccc(C(=O)NNc2ncnc3ccccc23)cc1 | -15 | -4 | i | 2.1 | -2 | -2 | 5 | 0 | -7
Cn1c(=O)c2c(SCC(=O)NCC3CCCO3)nc(CC(C)(C)C)nc2n(C)c1=O (stereo not given) | 0 | 5 | i | -0.1 | 1 | 1 | -2 | 4 | 2
O=C(N/N=C/c1ccccn1)C(=O)N1CCCCCC1 | 7 | -7 | i | 0.4 | 2 | 19 | 5 | 2 | -12
C=C(C)Cn1c(-c2cccc([N+](=O)[O-])c2)n[nH]c1=S | -22 | -8 | i | -0.9 | 4 | 0 | 3 | 1 | -2
CCN(CC)c1ccc(/C=N/NC(=O)c2ccoc2C)cc1 | -1 | 1 | i | 2.9 | 3 | -4 | 2 | -1 | -5
O=C(c1ccc(Cl)cc1)[C@@H]1[C@@H]2C(=O)N(c3ccc(Cl)cc3)C(=O)[C@@H]2C2c3ccccc3C=NN21 (stereo not given in full) | 0 | 69* | i | 1.4 | 0 | 1 | -8 | 3 | -4
COc1cc(OC)cc(-c2c(-c3ccc(F)cc3)c3cc(-c4ccc5[nH]ccc5c4)ccc3n2C)c1 | 0 | 24 | i | 1.0 | -2 | -9 | 2 | -2 | -3
CC(C)(C)OC(=O)NCCCCCNC(=O)c1nc[nH]c1C(=O)N1CCN(C(=O)OC(C)(C)C)CC1 | -3 | -10 | i | -0.9 | -1 | -8 | 5 | -4 | 0
CCN1C(=O)C2(/C(=C(\O)c3ccc4c(c3)OCCO4)C(=O)C(=O)N2CCCOC)c2ccccc21 (stereo not given) | 4 | -9 | i | 1.6 | 0 | 2 | 1 | -1 | -13
COc1cccc(-c2nn(-c3ccccc3)cc2C(=O)n2nnc3ccccc32)c1 | -1 | 31 | i | 0.1 | 6 | 1 | 4 | -2 | -2
CC(C)CC1NC(=O)N(CC(=O)Nc2ccc(-c3ccccc3)cc2)C1=O (stereo not given) | -5 | 3 | i | -0.9 | 2 | -5 | 3 | -7 | -2
C[C@H](CO)N1C[C@H](C)[C@H](CN(C)Cc2ccc(C(=O)O)cc2)OCc2ccccc2-c2c(n(C)c3ccccc23)C1=O | 3 | 1 | i | -0.3 | 1 | 4 | -1 | -2 | 0
COc1ccc(Cc2nc(-c3ccc(-n4cccc4)cc3)no2)cc1OC | 4 | 24 | i | 1.4 | -2 | -2 | 6 | -1 | -3
CCCCOC(=O)c1ccc(NC(=O)COC(=O)c2ccc3ncsc3c2)cc1 | -2 | 20 | i | 0.6 | 6 | 9 | -3 | -1 | -3
CCC1(CC)NC(=O)N(CC(=O)OCC(=O)Nc2cc(C)ccc2C)C1=O | 0 | -4 | i | -1.3 | 0 | 2 | 0 | -3 | 1

Next part:
SMILES | PABP1 MLLE inh | FAS-TE inh | Rpn11 inh | MsrA inh | Rin1 Abl inh | E coli Lon inh | MT1-MMP act inh | CSN inh | bovine MsrA act
CCCCC(=O)NNC(=S)NC(=O)c1cccc([N+](=O)[O-])c1 | 9 | 1 | i | 0.6 | 0 | 10 | 2 | -4 | 11*
CCN(CC)S(=O)(=O)c1ccc2c(c1)N(CC(=O)NCc1ccco1)C(=O)CO2 | 11 | -3 | i | -0.8 | -4 | 14 | 4 | 3 | -2
CS(=O)(=O)n1nc(-c2cccnc2)nc1NCc1ccccc1 | 9 | -12 | i | 0.9 | 2 | -8 | 0 | 3 | -11
Cc1ccc(-c2nnn(CC(=O)N(C)C3CCCCC3)n2)o1 | -4 | -7 | i | -0.2 | 2 | 4 | -6 | 4 | -13
O=C(NCc1ccccc1)OCCN1CCN(Cc2ccccc2)CCC1=O | -6 | -9 | i | -1.4 | -1 | 0 | 0 | -4 | -3
O=C(Cc1cccs1)Nc1ccc(N2CCOCC2)cc1 | -2 | -12 | i | 0.5 | 2 | -11 | 1 | -4 | -15
C=C(C)CNC(=S)N/N=C/c1ccccc1OCC(=O)O | 32 | -3 | i | 1.7 | 1 | 0 | 1 | -2 | -4
COC(=O)Cc1ccc(NC(=O)c2ccccc2Cl)cc1 | 0 | -6 | i | -1.1 | 1 | 0 | 4 | 1 | -4
COc1ccc(C2C(C(N)=O)=C(C)Nc3ncnn32)cc1 (stereo not given) | -3 | -8 | i | -1.2 | -2 | 4 | 4 | -2 | -1
CCCc1cc(=O)[nH]c(SCC(=O)N2c3ccccc3NC(=O)C2(C)C)n1 | -1 | -7 | i | -1.1 | 3 | -2 | 7 | 3 | -12
CSc1nc(C)c(CCOC(=O)c2cccc(Cl)c2)c(=O)[nH]1 | 3 | -3 | i | -0.4 | 0 | 5 | 0 | -1 | -7
CN(CCc1ccccc1)C(CCc1ccccc1)C(=O)Nc1ccc2c(c1)OCCO2 (stereo not given) | -10 | 31 | i | -0.9 | 3 | -7 | 2 | 2 | -2
CCCN(CC(=O)Nc1ccccc1C)C(=O)C1CCN(S(=O)(=O)c2ccccc2C(F)(F)F)CC1 | -1 | 12 | i | 0.6 | 0 | -15 | 0 | -1 | -2
Cc1cccc(C(=O)NCC(=O)OCC(=O)NC2CCCCC2)c1 | -4 | -2 | i | 0.6 | 2 | -10 | 6 | -6 | -2
N=C(c1ccc([N+](=O)[O-])cc1)N1CCCCCC1 | 3 | -2 | i | 0.1 | 4 | 4 | -5 | 0 | -4
N#Cc1cc(N2CCCCC2)c([N+](=O)[O-])cc1C#N | -10 | 27 | i | -0.2 | -2 | -5 | 11 | 4 | -10
Cc1ccc(C(CC(=O)N2CCCCC2)c2ccccc2)c(O)c1C (stereo not given) | -9 | 4 | i | -0.7 | 3 | 0 | -6 | -1 | -3
COc1ccc(-c2cc(C(=O)OCC(=O)N3CCOCC3)c3ccccc3n2)cc1 | 0 | 12 | i | 4.7* | 2 | -1 | -5 | -1 | -6
Cc1cccc(C)c1NC(=O)/C(C#N)=C/c1cccs1 | -21 | -8 | i | 6.9* | -1 | -15 | 5 | 9 | -9
COCCOC(=O)C1=C(C)NC2=C(C(=O)CC(c3cccs3)C2)C1c1ccsc1 (stereo not given) | 4 | 5 | i | 1.4 | -1 | -4 | 1 | -2 | -10
CCOC(=O)N1CCN(C(=O)c2ccc(C)c(S(=O)(=O)N3CCCCC3)c2)CC1 | -6 | -1 | i | -0.6 | 6 | -13 | 9 | 1 | 0
COCC1CCCCN1C(=O)c1ccc2oc(CCCc3ccccc3)nc2c1 (stereo not given) | 9 | -9 | i | 0.8 | -5 | -2 | 3 | 2 | -1
CC(=O)NCCc1nc2cc(NC(=O)c3ccccc3Cl)ccc2n1C | -2 | -3 | i | 1.1 | 2 | -10 | 1 | -1 | -2
Cn1c(NC(=O)Cc2cccc3ccccc23)cc(=O)n(C)c1=O | 4 | 0 | i | -0.5 | -1 | 0 | 1 | -2 | -6
Cn1c(=O)c(C(=O)NCc2ccc(Cl)cc2)c(O)c2ccccc21 | 10 | 8 | i | -0.1 | 1 | -1 | 0 | 5 | -2
CC(C)(C)C(=O)/C=c1\[nH]c(=O)/c(=C\c2ccccc2F)s1 | 8 | 0 | i | 2.2 | -5 | -1 | -2 | 5 | -2
CCOC(=O)Nc1ccc(NC(=O)OCC)cc1 | -8 | -7 | i | -0.6 | -5 | -3 | -2 | 4 | -3
COCCCNC(=O)CCn1c(=O)c2ccccc2n(CC(=O)Nc2cc(Cl)ccc2C)c1=O | 2 | -4 | i | -1.4 | 3 | -4 | -4 | 6 | -3
O=C1c2ccccc2NC(c2cccc(O)c2)N1c1ccccc1 (stereo not given) | 3 | 0 | i | -0.7 | 0 | 0 | 0 | -4 | -2

A different layout for some results above.
Under each structure: PABP1 MLLE inh | FAS-TE inh | Rpn11 inh | MsrA inh | Rin1 Abl inh | E coli Lon inh | MT1-MMP act inh | CSN inh | bovine MsrA act
CN(CCc1ccccc1)C(CCc1ccccc1)C(=O)Nc1ccc2c(c1)OCCO2 (stereo not given)
  -10 | 31 | i | -0.9 | 3 | -7 | 2 | 2 | -2
CCCCC(=O)NNC(=S)NC(=O)c1cccc([N+](=O)[O-])c1
  9 | 1 | i | 0.6 | 0 | 10 | 2 | -4 | 11*
CC(=O)NCCc1nc2cc(NC(=O)c3ccccc3Cl)ccc2n1C
  -2 | -3 | i | 1.1 | 2 | -10 | 1 | -1 | -2
N#Cc1cc(N2CCCCC2)c([N+](=O)[O-])cc1C#N
  -10 | 27 | i | -0.2 | -2 | -5 | 11 | 4 | -10
Cc1cccc(C)c1NC(=O)/C(C#N)=C/c1cccs1
  -21 | -8 | i | 6.9* | -1 | -15 | 5 | 9 | -9
O=C(NCc1ccccc1)OCCN1CCN(Cc2ccccc2)CCC1=O
  -6 | -9 | i | -1.4 | -1 | 0 | 0 | -4 | -3
Cn1c(=O)c(C(=O)NCc2ccc(Cl)cc2)c(O)c2ccccc21
  10 | 8 | i | -0.1 | 1 | -1 | 0 | 5 | -2

High-throughput results: PubChem BioAssay, several laboratories
